Source: PubChem
CIT2 TOR yeast – modulators of TOR pathway CIT2-GFP in S. cerevisiae; S. cerevisiae CIT2-GFP strain, flow cytometry, 3 h; 100 means same as DMSO wells; GFP response vs DMSO, % at 10 µM; actives 0.065% (n = 320,000);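 active = GFP response relative to DMSO above a set limit, near the screen mean plus 3 SD, cut at about 150% in these data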;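 note: ratio of well median GFP fluorescence to mean of DMSO wells on the plate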
LAP4-GFP MLPCN – yeast TOR pathway LAP4-GFP modulation; S. cerevisiae LAP4-GFP multiplex, flow cytometry GFP, 3 h; median GFP as percent of DMSO wells; GFP response vs DMSO, % at 10 µM; actives 0.34% (n = 320,000);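 active = GFP response vs DMSO above a set limit, about the screen mean plus 3 SD, cut at about 150% in these data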
AGP1 TOR yeast – yeast TOR pathway AGP1-GFP modulation; S. cerevisiae AGP1-GFP multiplex flow cytometry, 3 h; GFP as percent of DMSO wells; GFP response vs DMSO, % at 10 µM; actives 0.02% (n = 320,000);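 active = GFP response relative to DMSO above a set limit, near screen average plus 3 SD, cut at about 150% in these data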;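 note: median GFP channel fluorescence of the gated AGP1 strain per well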
CR mimetic SO – caloric restriction mimetics inhibiting age-related superoxide in yeast; actives 0.18% (n = 330,000); superoxide response (% of plate mean), % at 10 µM; S. cerevisiae aged cells, superoxide DHE fluorescence; stronger effect = lower value;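 active = superoxide response under a set limit, about three screen SD below normal, cut at about 65% in these data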;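 note: yeast aged for seven days with compound at 30 °C before DHE staining; 100% = average MFI of all compound-treated wells on the plate with controls excluded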
Efflux pump mplx – antifungal efflux pump inhibition, Nile Red retention. S. cerevisiae Candida pump triplex. inhibition, % at 10 µM. actives 0.44% (n = 330,000);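 active = plate passing quality check with inhibition over a set limit, or well fluorescence over plate mean plus 4 SD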;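 note: Nile Red retained in pooled yeast measured as flow cytometry median fluorescence; 0% = buffer negative control and 100% = Enniatin B positive control; higher means more Nile Red kept so more efflux inhibition; some compounds called inactive have numbers as strong as hits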
AHR activator – activators of human aryl hydrocarbon receptor; P35869; actives 2.5% (n = 320,000); AHR-responsive luciferase reporter cells, luminescence; activation, % at 5 µM; in the data active = activation above about 47%;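 note: 0% = vehicle wells and 100% = reference agonist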
Target sequence (P35869 whole entry, looked up): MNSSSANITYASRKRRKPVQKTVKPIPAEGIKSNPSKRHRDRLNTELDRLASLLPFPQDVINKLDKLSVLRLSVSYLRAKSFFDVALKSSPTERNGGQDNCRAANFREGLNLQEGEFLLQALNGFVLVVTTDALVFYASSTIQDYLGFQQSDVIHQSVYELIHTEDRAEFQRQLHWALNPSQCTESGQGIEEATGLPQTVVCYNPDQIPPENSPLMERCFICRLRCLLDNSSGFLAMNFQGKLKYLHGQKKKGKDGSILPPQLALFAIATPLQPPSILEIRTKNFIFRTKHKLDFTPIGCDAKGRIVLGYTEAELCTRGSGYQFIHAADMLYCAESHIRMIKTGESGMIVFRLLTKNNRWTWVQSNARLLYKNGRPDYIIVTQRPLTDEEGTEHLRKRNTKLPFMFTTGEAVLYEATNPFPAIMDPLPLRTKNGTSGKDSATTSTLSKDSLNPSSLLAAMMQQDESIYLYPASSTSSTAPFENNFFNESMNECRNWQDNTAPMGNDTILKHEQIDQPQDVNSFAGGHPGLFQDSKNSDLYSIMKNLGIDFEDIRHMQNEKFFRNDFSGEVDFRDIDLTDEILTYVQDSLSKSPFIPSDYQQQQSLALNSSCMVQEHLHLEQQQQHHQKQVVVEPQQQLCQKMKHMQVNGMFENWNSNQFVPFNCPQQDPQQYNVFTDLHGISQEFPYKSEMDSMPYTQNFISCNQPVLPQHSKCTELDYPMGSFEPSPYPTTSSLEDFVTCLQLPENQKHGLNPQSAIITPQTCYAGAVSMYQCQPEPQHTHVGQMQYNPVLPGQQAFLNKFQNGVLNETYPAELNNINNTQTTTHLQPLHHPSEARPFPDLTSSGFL
MEP2-GFP yeast – alters MEP2-GFP fluorescence in TOR pathway yeast screen; S. cerevisiae MEP2-GFP strain, flow cytometry GFP, 3 h; 100% = DMSO control level; GFP response vs DMSO, % at 10 µM; actives 0.51% (n = 330,000);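 active = GFP response versus DMSO above a set limit, roughly screen mean plus 3 SD, cut at about 180% in these data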;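 note: median GFP fluorescence of the barcode-gated MEP2-GFP cells per well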
RPL19A-GFP yeast – alters RPL19A-GFP fluorescence in TOR pathway yeast screen; AID 2025; S. cerevisiae RPL19A-GFP strain, flow cytometry, 3 h; stronger effect = lower value; percent response vs DMSO, % at 10 µM; actives 0.3% (n = 330,000);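 active = percent response vs DMSO below 50%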;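 note: median channel GFP fluorescence of the barcoded RPL19A-GFP strain; ratio of sample median GFP to plate DMSO average so 100% = DMSO; lower means less RPL19A-GFP as with rapamycin TOR inhibition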
The depositor's hits bear a star; . = not tested or not shown. A portion of the library; the hit share may differ from the screen's.

Molecule | CIT2 TOR yeast | LAP4-GFP MLPCN | CR mimetic SO | Efflux pump mplx | AGP1 TOR yeast | AHR activator | MEP2-GFP yeast | RPL19A-GFP yeast
CCc1ccc(-n2c(O)c(/C=N/N3CCCCC3c3cccnc3)c(=O)[nH]c2=O)cc1 (stereo not drawn) | 87.1 | 85.7 | 96.0 | 0.2 | 89.2 | -0.2 | 88.2 | 91.2
COc1ccc(CCNCC2CCCO2)cc1 (stereo not drawn) | 103.9 | 75.2 | 93.8 | 0.1 | 13.2 | -1.3 | 100.9 | 95.0
Cc1nc2ccccc2c(=O)n1-c1ccc(Cl)cc1[N+](=O)[O-] | 99.9 | 103.0 | 119.4 | 0.0 | 100.1 | -4.7 | 103.5 | 101.9
CCOc1cc2c(cc1OCC)-n1cccc1C(c1cccc(F)c1F)NC2 (stereo not drawn) | 108.2 | 108.8 | 103.6 | 0.2 | 105.5 | 0.9 | 110.1 | 104.6
O=c1[nH]c(=O)n(CCc2ccc(F)cc2)c(O)c1C=NCCCn1ccnc1 | 100.1 | 109.1 | 95.2 | -0.1 | 96.2 | 17.6 | 100.3 | 95.9
Cc1ccc(/C=C2\C(=O)NC(=S)N(c3cccc(F)c3)C2=O)o1 | 100.4 | 131.9 | 107.0 | -0.1 | 92.9 | 19.4 | 95.6 | 98.7
c1ccc(-n2ccnc2)cc1 | 110.0 | 108.3 | 103.9 | 0.0 | 95.5 | 1.5 | 99.8 | 101.2
Cn1c(O)c(C=NCCc2c[nH]c3ccccc23)c(=O)n(C)c1=O | 116.8 | 101.2 | 78.2 | 0.0 | 110.2 | 1.0 | 104.8 | 105.0
CC(=O)NC(Cc1ccc(N(CCCl)CCCl)cc1)C(=O)NCC(=O)NCC(=O)O (stereo not drawn) | 87.3 | 94.1 | 101.4 | 0.2 | 95.9 | 0.6 | 86.7 | 93.1
O=c1[nH]c(=O)n(Cc2ccccc2)c(O)c1/C=N/NCCO | 101.3 | 108.2 | 89.2 | -0.1 | 107.3 | -0.7 | 101.0 | 99.9
CC(=O)N1CN2CN(C1)CN(C(C)=O)C2 | 114.9 | 84.1 | 94.8 | -0.2 | 97.1 | -0.9 | 96.7 | 113.8
COC(=O)C1=C(c2ccc(F)cc2F)C[C@@H]2CC[C@H]1N2C(=O)N1CCOCC1 | 96.0 | 94.8 | 95.3 | -0.2 | 94.9 | 1.3 | 98.5 | 93.1
CC(=O)Nc1ccccc1C(=O)OCC(=O)Nc1ncccn1 | 104.4 | 95.3 | 106.1 | -0.1 | 101.2 | 0.9 | 101.9 | 105.2
C#CC[N+]1(C)[C@@H]2CC[C@H]1CC(OC(=O)C(CO)c1ccccc1)C2 (stereo partly drawn) | 99.3 | 102.3 | 100.2 | -0.1 | 96.7 | -0.6 | 99.6 | 102.8
CN(C)S(=O)(=O)c1cc(NC(=O)COC(=O)Cc2ccccc2)ccc1Cl | 99.2 | 94.7 | 89.6 | 0.0 | 103.0 | 0.7 | 98.2 | 101.8
COc1ccc(-n2c(SC)nc3ccccc3c2=O)cc1 | 80.9 | 92.7 | 86.5 | 0.1 | 83.8 | 7.5 | 86.6 | 88.4
CCC(=NCCCN1CCOCC1)c1c(O)n(Cc2ccccc2)c(=O)[nH]c1=O | 93.7 | 100.8 | 93.5 | 0.1 | 104.1 | -0.8 | 98.4 | 101.3
CC(CCc1ccccc1)NCCC#N (stereo not drawn) | 104.1 | 111.8 | 90.3 | -0.1 | 112.7 | -2.6 | 103.1 | 99.8
CCCCn1c(O)c(C(C)=NCCN2CCOCC2)c(=O)[nH]c1=O | 99.2 | 102.2 | 102.2 | 0.0 | 105.6 | 3.0 | 98.9 | 97.5
C=CCOc1ccc(CC2C(=O)N(C)C(=O)N(C)C2=O)cc1 | . | 85.2 | 99.7 | 0.1 | 79.6 | 3.1 | 101.0 | 92.3
CCN(CC)P(=S)(c1c(C)nc2ccccn12)c1c(C)nc2ccccn12 | 100.7 | 98.4 | 87.4 | -0.2 | 96.0 | -0.8 | 96.7 | 92.8
CN1CCN(Cc2ccccc2Sc2ccccc2)CC1 | 108.5 | 99.1 | 107.5 | -0.1 | 102.3 | -2.0 | 106.1 | 101.7
COCCNP(=O)(c1ccccc1)c1nc2ccccc2s1 (stereo not drawn) | 93.3 | 96.8 | 100.8 | -0.2 | 96.9 | 2.1 | 102.5 | 96.1
CN(C)c1ccc(CCN2CCOCC2)cc1 | 96.1 | 89.2 | 100.6 | 0.2 | 91.1 | 9.9 | 101.7 | 97.5
CCCCCCCCCCCCCCCC[N+](C)(C)C | 76.2 | 135.2 | 78.6 | 0.7 | 81.0 | -2.9 | 96.1 | 98.6
O=C1CN=C(c2ccccc2Cl)c2cc(Br)ccc2N1 | 108.5 | 103.7 | 99.0 | 0.0 | 111.2 | -2.3 | 98.8 | 106.1
CCc1cc(=O)oc2cc(OCC(=O)N3C[C@H]4C[C@@H](C3)c3cccc(=O)n3C4)ccc12 | 98.0 | 100.2 | 87.8 | -0.1 | 99.8 | 0.1 | 90.2 | 95.8
CC(=O)c1ccc2c(c1)C1C(Cl)C(Sc3ccccc3[N+](=O)[O-])CC1C(C(=O)O)N2 (stereo not drawn) | 92.7 | 106.9 | 93.6 | -0.1 | 97.1 | 0.9 | 104.0 | 95.8
CN(C)C(=O)Oc1ccc2nnc3ccnn3c2c1 | 105.3 | 97.9 | 112.8 | -0.7 | 100.6 | 25.5 | 100.5 | 107.2
COc1ccc(N=C2SCCCN2C)cc1 | . | 90.7 | 94.6 | -0.1 | 94.6 | 2.9 | 98.6 | 95.0
CC/C(=N\Nc1ccccc1)c1c(O)n(C)c(=O)n(C)c1=O | 102.4 | 85.6 | 103.1 | 0.0 | 95.3 | 32.7 | 104.6 | 102.5
C[N+]12CCC(CC1)C(=C(c1ccccc1)c1ccccc1)C2 | 99.9 | 98.7 | 114.0 | 0.7 | 97.0 | 0.1 | 92.4 | 101.5
Cc1cccc(-c2nc3ccc(C(=O)N4CCC5(CC4)OCCO5)cc3nc2-c2cccc(C)c2)c1 | 101.2 | 91.7 | 96.4 | 0.0 | 66.9 | 0.4 | 95.7 | 101.2
O=C(NC(=O)N1CCC2(CC1)OCCO2)c1ccc(Cl)cc1 | 105.7 | 106.4 | 80.4 | -0.2 | 110.3 | -0.3 | 109.0 | 100.6
Cc1ccc(NC(=O)c2cn(CCC#N)nc2-c2ccc3c(c2)OCCO3)c([N+](=O)[O-])c1 | 109.3 | 103.8 | 95.7 | -6.2 | 107.4 | 0.7 | 107.5 | 106.5
CCCc1[nH]nc2c1C1(C(=O)N(Cc3ccccc3)c3ccccc31)C(C(=O)OC)=C(N)O2 (stereo not drawn) | 98.2 | 113.0 | 96.2 | 0.0 | 100.9 | -0.5 | 107.9 | 97.3
O=C(Nc1ccc(Cl)cc1C(=O)c1ccccc1)c1ccc(Br)o1 | 99.9 | 97.1 | 91.9 | 0.0 | 100.0 | 16.6 | 108.3 | 96.7
Cc1cc(O)c(CN2CCN(c3ccccc3)CC2)cc1C | 103.6 | 99.8 | 108.1 | 0.0 | 104.1 | 7.3 | 101.3 | 100.4
Cc1nc2nc(C)c(CCC(=O)N3CCC4(CC3)OCCO4)c(C)n2n1 | 80.2 | 93.8 | 99.0 | 1.0 | 92.8 | 3.3 | 100.6 | 92.7
c1cc2c(cc1CCNC1CCCCCC1)OCO2 | 89.6 | 87.3 | 95.7 | 0.1 | 89.3 | 0.5 | 94.5 | 89.6
Clc1ccccc1CN1CCN(c2cccc3[nH]ccc23)CC1 | 90.0 | 103.6 | 93.4 | 0.1 | 101.8 | 6.0 | 96.0 | 98.0
Cc1ccc(/C=C2/C(=O)NC(=O)N(CCc3ccc(F)cc3)C2=O)o1 | 92.4 | 92.0 | 93.5 | 0.0 | 98.5 | 10.5 | 95.5 | 94.8
CC(Cc1ccccc1Sc1ccccc1)N(C)C (stereo not drawn) | 103.3 | 91.3 | 100.2 | 0.2 | 103.1 | -1.2 | 98.6 | 102.6
CCC(C)C12CN3CCN(CC(C)(C3)C1O)C2 (stereo not drawn) | 103.6 | 95.2 | 113.9 | 0.0 | 95.6 | -0.9 | 96.5 | 106.1
C[C@]12CCC3C(CC[C@H]4C[C@@H](O)CC[C@]34C)C1C[C@@H](Br)[C@@H]2O (stereo partly drawn) | 92.1 | 95.9 | 100.8 | 0.4 | 92.2 | 1.7 | 98.6 | 102.6
COc1cc2c(cc1OC)C(C(=O)N1CCC3(CC1)OCCO3)C(c1ccccc1F)N(C)C2=O (stereo not drawn) | 96.5 | 97.2 | 82.6 | -0.1 | 98.5 | 1.8 | 91.5 | 93.7
Cc1cc(C)cc(N2C(=O)NC(=O)/C(=C\c3cccn3-c3ccccc3)C2=O)c1 | 97.4 | 90.5 | 95.6 | -4.3 | 97.4 | 0.5 | 99.6 | 102.7
Cc1ccc(N2C(=O)NC(=O)C3(Cc4ccccc4N4CCCC43)C2=O)cc1 (stereo not drawn) | 106.6 | 106.8 | 91.6 | 0.3 | 103.2 | 8.3 | 125.3 | 99.4
FC(F)(F)c1ccc2c(c1)nnn2C1CCN(Cc2nnnn2Cc2ccccc2)CC1 | 91.0 | 92.6 | 100.8 | 0.0 | 96.2 | 4.9 | 95.5 | 96.2
O=C1NC(=O)N(CCC2=CCCCC2)C(=O)/C1=C/c1ccc(O)cc1 | 95.7 | 92.8 | 95.9 | -0.2 | 97.2 | -1.5 | 97.4 | 101.4
O=C(CF)NC(Nc1cccc2cccnc12)C(Cl)(Cl)Cl (stereo not drawn) | 97.8 | 97.0 | 96.8 | 0.1 | 92.0 | 6.6 | 100.2 | 94.6
CN1CCN(C(=O)COc2ccc(Oc3ccccc3)cc2)CC1 | 95.0 | 110.7 | 98.4 | 0.1 | 113.0 | 3.1 | 113.9 | 111.3
CCCCn1c(O)c(C(C)=NCc2cccnc2)c(=O)[nH]c1=O | 100.9 | 104.8 | 96.5 | 0.1 | 101.1 | 23.1 | 102.7 | 94.0
COC(=O)[C@@H]1C(OC(=O)c2ccccc2)CC2CCC1N2C (stereo partly drawn) | 102.5 | 111.2 | 125.5 | -0.4 | 106.6 | 0.4 | 105.8 | 100.4
COc1ccc(-c2nn(CCC#N)cc2C(=O)Nc2ccc(C(C)=O)cc2)cc1[N+](=O)[O-] | 103.0 | 92.8 | 93.1 | -0.2 | 98.7 | -0.4 | 85.5 | 94.1
FC(F)(F)c1ccc(CNCCc2c[nH]c3ccccc23)cc1 | 102.6 | 98.7 | 98.0 | -0.1 | 102.4 | 4.8 | 102.1 | 104.9
C=CCN1C(=O)C2(C(C(=O)OCC)=C(N)Oc3c2c(=O)oc2ccccc32)c2ccccc21 (stereo not drawn) | 95.8 | 95.1 | 90.6 | 0.0 | 100.1 | 6.9 | 99.8 | 96.8
COc1cc2c(cc1O)C[C@H]1c3c(cc(O)c(OC)c3-2)CCN1C | 91.7 | 100.7 | 106.5 | 0.0 | 100.4 | 8.3 | 101.0 | 105.9
O=C(CCc1ccccc1)N1C[C@H]2C[C@@H](C1)c1cccc(=O)n1C2 | 100.0 | 96.2 | 100.4 | 0.0 | 99.1 | -0.3 | 98.2 | 95.4
